Bioassay records deposited in PubChem by National Center for Advancing Translational Sciences (NCATS).
WRN helicase inh = qHTS for Inhibitors of WRN Helicase; AID 651768, 2012; WRN helicase unwinding, fluorescent forked duplex, kinetic; Potency, µM (top dose mostly 114 µM), for the others: top-dose activity change, negative = inhibition, usual class: inhibitors; 0.46% of 360,000 active; Bifunctional 3'-5' exonuclease/ATP-dependent helicase WRN (Homo sapiens), Q14191; further: potency means the concentration at half of the fitted maximal effect; on the % scale 0 is the no-effect control and ±100 the full control effect; nearly all actives have a fitted effect of over 55% in size
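Primary qHTS, 1536-well format. 20 nM WRN + compound, 15 min RT; start with 100 nM forked fluorophore/quencher duplex, 2 mM ATP (final); kinetic read ex 525/em 598 nm.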
aSyn rescue = qHTS of alpha-syn Inhibitors. Yeast expressing alpha-synuclein, growth rescue, BacTiter-Glo, 24 h. Potency, µM (series often up to 46.1 µM), inactives show at the highest dose growth rescue (activation), actives largely listed as activators. 0.14% of 370,000 active. AID 652106, 2013; further: potency means the concentration at half of the fitted maximal effect; % of control where 0% means no effect; nearly all actives have a fitted effect of over 65% in size
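Galactose-induced alpha-syn yeast (OD600=0.02, raffinose-pregrown) + pinned cpd, 24 hr, 30 deg C; growth by BacTiter-Glo luminescence. Growth restoration scores as activation.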
EPAC1 antagonist = qHTS for Antagonist of cAMP-regulated guanine nucleotide exchange factor 3 (EPAC1): primary screen; EPAC1 GEF assay, Rap1b-BODIPY-GDP exchange fluorescence; Potency, µM (titrated, usually from 115 µM), inactives show at the highest dose activity change, negative = inhibition, hits mostly inhibitors; 0.14% of 360,000 active; AID 720709, 2013;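 further: potency means the concentration at half of the fitted maximal effect; plate controls were vehicle for no effect and positive control for full effect; nearly all actives have a fitted effect of over 50% in size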
Target sequence (O95398 whole entry, looked up): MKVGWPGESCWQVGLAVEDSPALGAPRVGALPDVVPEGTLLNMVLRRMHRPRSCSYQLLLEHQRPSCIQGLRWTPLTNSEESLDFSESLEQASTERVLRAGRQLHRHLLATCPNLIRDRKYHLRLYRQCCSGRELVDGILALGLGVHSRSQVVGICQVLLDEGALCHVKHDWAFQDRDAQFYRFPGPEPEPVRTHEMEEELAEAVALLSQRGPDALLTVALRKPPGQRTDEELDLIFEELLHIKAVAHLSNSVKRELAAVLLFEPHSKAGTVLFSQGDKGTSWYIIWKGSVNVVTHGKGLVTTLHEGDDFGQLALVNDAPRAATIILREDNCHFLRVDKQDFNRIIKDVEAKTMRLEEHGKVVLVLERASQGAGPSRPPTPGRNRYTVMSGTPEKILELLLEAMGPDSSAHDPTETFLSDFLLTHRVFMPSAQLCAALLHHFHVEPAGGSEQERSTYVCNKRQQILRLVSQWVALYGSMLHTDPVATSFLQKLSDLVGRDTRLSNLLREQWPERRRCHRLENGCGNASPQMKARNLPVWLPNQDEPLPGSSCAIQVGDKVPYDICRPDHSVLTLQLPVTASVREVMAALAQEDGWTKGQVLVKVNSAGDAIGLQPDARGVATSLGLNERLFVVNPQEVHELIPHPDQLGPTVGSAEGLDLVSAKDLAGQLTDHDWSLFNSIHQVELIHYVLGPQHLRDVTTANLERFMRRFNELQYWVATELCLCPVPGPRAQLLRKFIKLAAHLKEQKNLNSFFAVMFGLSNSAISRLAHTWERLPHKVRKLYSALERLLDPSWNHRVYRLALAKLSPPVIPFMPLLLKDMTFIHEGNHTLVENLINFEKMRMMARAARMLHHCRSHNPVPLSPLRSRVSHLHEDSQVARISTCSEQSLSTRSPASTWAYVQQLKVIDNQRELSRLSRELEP
IL2 activator = qHTS of IL-2 Activators; IL-2 activation reporter assay, cell-based qHTS; stimulated with anti-CD3/CD4/CD28 beads; in transgenic mouse T cells; activation, % (series mostly up to about 46 µM); 0.065% of 360,000 active; in the data active means activation above about 50%; inconclusive means mostly about 30% to 49%; further: 0% is about no effect
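Readout: EGFP and DsRed signals by fluorescent plate cytometry. Unstimulated transgenic mouse T cells received compound 60 min before antibody-bead stimulation, then incubated 18 h at 37 degrees C.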
Abeta yeast res = qHTS for compounds that reverse cellular toxicity of Amyloid beta (A-beta) peptide in yeast: Primary Screen | yeast expressing A-beta42, growth rescue, OD600, 48 h; response scale: 0% DMSO, 100% iron-clioquinol control | Potency, µM (titrated, usually from 46.1 µM), without a hit: top-dose growth rescue, hits mostly activators | 0.063% of 410,000 active; further: potency means the concentration at half of the fitted maximal effect; nearly all actives have a fitted effect of over 55% in size
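Yeast A-beta toxicity model in growth medium with pinned compounds, 48 h at 30 C; growth read as absorbance at 600 nm. Normalized to FeCl3/clioquinol equimolar mix (positive) and DMSO (negative).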
FUS suppressor = qHTS for Suppressors of FUS Proteinopathy: Primary screen using FUS-linked yeast assay; S. cerevisiae FUS-expressing, growth rescue, OD600, 24 h; 0.24% of 390,000 active; Potency, µM (series often up to 76.6 µM), for the others: at the top dose growth rescue (activation), hits mostly activators;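 further: potency means the concentration at half of the fitted maximal effect; plate controls were DMSO vehicle for no effect and reference control for full effect; nearly all actives have a fitted effect of over 55% in size; some results filed as inactive show a strong effect at the top dose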
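S. cerevisiae expressing FUS from galactose induction served as the toxicity model. Growth after 24hr at 30C, read as absorbance at 600 nm, indicates suppression of toxicity; compounds dosed at several concentrations.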
PLK1 PBD block = qHTS for Inhibitors of PLK1-PDB (polo-like kinase 1 - polo-box domain): Primary Screen; Serine/threonine-protein kinase PLK1 (Homo sapiens), P53350; Plk1 PBD binding of FITC phosphopeptide, fluorescence polarization; Potency, µM, without a hit: max response, negative = inhibition, usual class: inhibitors; 2.8% of 360,000 active; AID 720504, 2013; further: potency means the concentration at half of the fitted maximal effect; series mostly up to about 57 µM; on the % scale 0 is the no-effect control and ±100 the full control effect; nearly all actives have a fitted effect of over 65% in size
PI5P4K alpha inh = qHTS for Inhibitors of phosphatidylinositol 5-phosphate 4-kinase (PI5P4K); Phosphatidylinositol 5-phosphate 4-kinase type-2 alpha (Homo sapiens), P48426; PI5P4Kalpha enzyme, ADP-Glo luminescence, 60 min; hits give low values; max response, %; 1.2% of 330,000 active; AID 652105, 2013; active means max response of -50% or lower; inconclusive means between -30% and -50%; inactive means -30% or higher; further: value at the top dose of about 77 µM; on the % scale 0 is the no-effect control and ±100 the full control effect
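ADP-Glo luminescence end-point read after a 60 min room-temperature kinase reaction of PI5P4Kalpha plus substrate, initiated with ATP at 5 microM final. Buffer: 0.038 M HEPES pH 7.4, EGTA, 0.1% CHAPS, 5% DMSO.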
EPAC1 agonist = qHTS for Agonist of cAMP-regulated guanine nucleotide exchange factor 3 (EPAC1): primary screen | Potency, µM (series often up to 154 µM), for the others: at the top dose activation, actives largely listed as activators | Rap guanine nucleotide exchange factor 3 (Homo sapiens), O95398 | 0.073% of 360,000 active | EPAC1 agonist qHTS, biochemical assay; response scale: 100% = response to 6.5 mM cAMP; further: potency means the concentration at half of the fitted maximal effect; nearly all actives have a fitted effect of over 60% in size
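Nucleotide exchange by EPAC1 (100 nM) on Rap1B–BODIPY-GDP (250 nM) in the presence of 50 uM GDP is tracked fluorescently at 480/540 nm over 30 min. Signals are normalized to a 6.5 mM cAMP control.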
The depositor's hits bear a star; ? = inconclusive; nt = not tested or not shown; & = joins results of further samples; [ ] = another dose, or the depositor's remark. Unless noted, the call rests on the fitted dose curve; in most records, active means well fitted curve in the direction sought with a large enough effect; inconclusive means small, poorly fitted or top-dose-only effect, or another doubt; inactive means no such curve, though single readings can be large; an effect the other way counts as inactive or inconclusive.

SMILES | WRN helicase inh | aSyn rescue | EPAC1 antagonist | IL2 activator | Abeta yeast res | FUS suppressor | PLK1 PBD block | PI5P4K alpha inh | EPAC1 agonist
Cc1ccc(NC(=O)COC(=O)CN2C(=O)c3ccccc3C2=O)cc1S(=O)(=O)N(C)C | 2% | 5% | 1% | -5.9 | -3% | 16% | -3% | -1 | -2%
Cc1cccc(NC(=O)Nc2nnc(-c3ccccc3)o2)c1 | -8% | -10% | -7% | -0.8 | -5% | -11% | -1% | -2 | 3%
O=C(NC(=Nc1ccccc1)N1CCOCC1)Nc1ccccc1 | -14%[57.1 µM] | 2% | 24% | 1.8 | -7% | 7% | -4% | nt | 0%
COc1ccc2c(c1)c(=O)c(C(=O)c1ccc(F)cc1)cn2CC(=O)Nc1ccc(F)cc1 | -6% | 0% | -13% | -2.7 | 4% | -4% | -2% | -8 | 1%
COc1cc(NC(=S)NCCc2ccc(S(N)(=O)=O)cc2)c(OC)cc1Cl | -3% | -1% | 1% | -0.1 | 1% | -31% | ? | -1 | -5%
COc1ccc(C2NC(C(=O)O)Cc3c2[nH]c2ccccc32)cc1OC (stereo not drawn) | -17% | 7% | -10% | -0.2 | -4% | ? | -7% | 6 | 4%
O=C(N/N=C/c1cccnc1)c1ccc([N+](=O)[O-])cc1 | 9% | 0% | 6% | 0.3 | -5% | 14% | -4% | 0 | 0%
Cc1ccc(NS(=O)(=O)c2ccc(-n3cccn3)cc2)cc1Cl | -11% | 4% | 4% | -0.5 | 2%&8% | 6%&-2% | -4% | 22 | 7%
CCC(=O)Nc1cc(C(=O)OCC(=O)c2ccc(Cl)cc2Cl)ccc1C | -7% | -8% | 10% | -4.0 | 14% | 12% | -2% | nt | -3%
CCCCN(C)CCNC(=O)c1cc2c(-c3cccc(OC)c3)nn(C)c2s1 | 34% | 3% | 8% | 0.0 | 2% | 16% | 3% | 7 | 4%
CCNC(=O)C1CCCN(C(=O)c2ccc(F)c(Cl)c2)CC1 (stereo not drawn) | 5% | -5% | 5% | 1.2 | -12% | -17% | 2% | -3 | -1%
COc1ccc(CCN(C)C(=O)C2CC(=O)N(Cc3ccc(C)cc3)C2)cc1OC (stereo not drawn) | 6% | 0% | -18% | 0.8 | 11% | -2% | -9% | 3 | -1%
CCOC(=O)[C@]12CCCC=C1N(Cc1ccccc1)C(=O)[C@H](CC(=O)NCc1ccc(C)o1)C2 | 7% | 0% | 17% | 0.6 | 10% | 13% | 0% | -20 | -1%
O=C(CSc1nc2ccccc2o1)N/N=C/c1ccccc1 | -2% | -18% | -23% | 0.1 | -10% | nt | ? | 3 | 0%
CC(=O)Nc1cccc(C(=O)NC2CCCc3c2cnn3-c2cc(C)cc(C)c2)c1 (stereo not drawn) | -8% | 2% | -17% | -0.6 | 4% | 35% | 9% | 2 | -6%
CC1CC2(C)Oc3ccccc3CC2C(C)C1CNCCCN(C)C (stereo not drawn) | -16% | 0% | -11% | -0.6 | -14% | 25% | -5% | 4 | -1%
Cc1cc(C(=O)OCC(=O)NCc2ccco2)c(C)o1 | ? | -1% | 2% | -0.9 | -17% | 26% | -13% | -22 | 9%
O=[N+]([O-])c1ccc(COc2ccc(-c3[nH]ncc3-c3ccc(Cl)cc3)c(O)c2)cc1 | -12% | -1% | -22% | -4.6 | -23% | -3% | -8% | -11 | 18%
COc1ccc(C2OC[C@H]3O[C@H](O)[C@H](NC(C)=O)[C@@H](O)[C@@H]3O2)cc1 (stereo partly drawn) | -6% | -7% | 5% | -0.4 | -8% | -5% | -2% | 1 | 2%
O=C(O)c1ccc2c(c1)C(=O)N(c1nccs1)C2=O | -19% | 4% | -5% | -0.7 | -11% | 8% | -13% | 8 | 6%
Cc1cccc2c(N=Nc3ccc(S(=O)(=O)Nc4cccc(Cl)c4)cc3[N+](=O)[O-])c(O)[nH]c12 | 1% | 0% | -1% | -0.4 | -1% | 4% | -3% | -71* | -11%
Cc1ccsc1/C=N/NC(=O)c1nnn(-c2nonc2N)c1C | -4% | -3% | 6% | -1.0 | 5% | -2% | 4% | -2 | 1%
CCOC(=O)C1CCN(C(=O)COC(=O)c2ccc3[nH]c4c(c3c2)CCCC4)CC1 | -22% | -7% | -13% | -0.2 | 4% | 33% | 5% | 3 | 58%
CCOC(=O)C(=O)Nc1nc(-c2ccccc2)c(CC)s1 | 1% | 19% | -1% | -0.1 | 4% | -14% | -16% | -1 | -4%
Cc1cc(Cl)ccc1OCCCC(=O)NCc1ccncc1 | 6% | 1% | -15% | -3.3 | 9% | nt | -7% | 3 | -7%

Next part
SMILES | WRN helicase inh | aSyn rescue | EPAC1 antagonist | IL2 activator | Abeta yeast res | FUS suppressor | PLK1 PBD block | PI5P4K alpha inh | EPAC1 agonist
Cc1ccc(CN2CCC(n3nccc3NC(=O)CCOc3ccccc3)CC2)o1 | -8% | 3% | 7% | -2.4 | 7% | nt | -3% | 5 | 11%
C=CCn1c(SCCOc2ccc(OC)cc2)nnc1C(NC(=O)c1ccc(OC)cc1)C(C)C (stereo not drawn) | -10% | 4% | -5% | 0.0 | 15% | 21% | -14% | nt | 9%
Oc1c(C(c2cccs2)N2CCN(c3ccc(F)cc3)CC2)sc2ncnn12 (stereo not drawn) | -5% | -1% | 11% | -1.7 | 6% | 17% | -2% | 2 | 3%
CC(C)(O)C#Cc1ccc(C(=O)N2CCCC(CNS(=O)(=O)c3cccs3)C2)o1 (stereo not drawn) | -3%[57.1 µM] | 0% | -27% | 1.7 | 11% | 4% | 0% | -1 | 8%
COc1cc(C(=O)OCc2cccc(S(=O)(=O)N3CCOCC3)c2)ccc1OCC(C)C | -10% | 3%[1.84 µM] | 5% | -0.9 | 22% | ? | -7% | 1 | -6%
C=CCn1cc(CN2CCC(C(=O)Nc3cccc(-c4cccc(F)c4)c3)CC2)c(C)n1 | -26% | -3% | 22% | -3.8 | -8% | 21% | -7% | 5 | -3%
O=C(Nc1ccc(F)cc1)c1cc(-c2ccncc2)nc2c(Cl)cccc12 | -20% | 1% | 6% | -2.2 | 30% | 17% | 0% | 2 | -5%
COc1ccccc1Oc1ncnc2sccc12 | -30% | -5% | -14% | -2.3 | -1% | -1% | -14% | -3 | 6%
O=C(NCCN1C(=O)S/C(=C\c2cccnc2)C1=O)C1CC(=O)N(Cc2ccco2)C1 (stereo not drawn) | -4% | 4% | 1% | 0.5 | -5% | 10% | ? | 0 | 6%
COC(=O)CSc1nc(N)c(C#N)c(C(C)C)c1C#N | 4% | 1% | -3% | -3.1 | -17% | 15% | -22% | 1 | -3%
COc1ccc(NC(=S)N(CCCN2CCCC(C)C2)Cc2cccs2)cc1 (stereo not drawn) | -34% | -7% | 11% | -4.5 | -12% | 12% | -18% | -3 | 4%
C=CCOc1ccccc1CNCc1ccc(F)cc1 | 3% | -1% | 1% | -0.2 | 2% | -19% | -1% | -8 | -3%
CC(/C=N/NC(=O)Cn1cnc2c1c(=O)n(C)c(=O)n2C)=C\c1ccco1 | -31% | 1% | -16% | 1.0 | -3% | 17% | -16% | 3 | -4%
Cn1c(N)c(C(=O)COC(=O)COc2cccc(Br)c2)c(=O)n(C)c1=O | 2% | 9%[1.84 µM] | -2% | 0.3 | 7% | 16% | 2% | -3 | 4%
Cc1ccc(O)c(C(=O)c2cnc3c(c2)c(-c2ccc(F)cc2)c(C#N)c(=O)n3C)c1 | -1% | -3% | -12% | -0.1 | -7% | 45% | -9% | -21 | 11%
COc1ccc(NC(=O)C2CCC2)cc1S(=O)(=O)Nc1cc(C)ccc1Br | -6% | 1% | -6% | -0.2 | 5% | -5% | 2% | -12 | -10%
Cc1cc(N2C(=O)C3C4CC(c5ccccc5)C(C4)C3C2=O)no1 (stereo not drawn) | -23% | 8% | -12% | 0.6 | 3% | 19% | -4% | 1 | -4%
C=C1/C=C(\C)C(C)(O)CC(O)CC(=O)C(O)C(O)C(C)CC(C)OC(=O)/C(C)=C/CC/C=C/C(OC)C(O)CC(C)C1 (stereo not drawn) | -3% | 0% | -19% | -0.3 | 2% | 37% | -1% | 2 | -26%
CC(C)c1ccc(NC(=O)Nc2cc3sccc3n2C)cc1 | -10% | -1% | 3% | 0.6 | -10% | 26% | 1% | ? | -39%[inhibitor]
Cc1ccc(CN(C(=O)c2csnn2)C(C(=O)NC2CCCC2)c2ccccn2)cc1 (stereo not drawn) | -7%[57.1 µM] | 10% | 8% | -0.5 | -4% | -20% | 2% | -4 | -2%
Cc1cc(NS(=O)(=O)c2ccc(NC(=O)/C=C/c3ccco3)cc2)nc(C)n1 | ? | -6% | ? | -2.3 | 2% | 20% | -18% | -10 | 5%
CCc1nc(SCC(=O)Nc2ccc(OC)cc2[N+](=O)[O-])n[nH]1 | 1% | 2% | -19% | 1.7 | 10% | -13% | -14% | 2 | 11%
COC(=O)c1scc(C)c1NC(=O)Cc1ccccc1 | 1% | 3% | 2% | -3.0 | 8% | 6% | 2% | nt | 4%
CN(C)C(=O)c1cc(-c2ccccc2)no1 | 2% | 4% | 7% | -1.3 | -20% | -12% | 3% | 0 | 5%

Gathered by group: the entries above with a COOH group.
SMILES | WRN helicase inh | aSyn rescue | EPAC1 antagonist | IL2 activator | Abeta yeast res | FUS suppressor | PLK1 PBD block | PI5P4K alpha inh | EPAC1 agonist
COc1ccc(C2NC(C(=O)O)Cc3c2[nH]c2ccccc32)cc1OC (stereo not drawn) | -17% | 7% | -10% | -0.2 | -4% | ? | -7% | 6 | 4%
O=C(O)c1ccc2c(c1)C(=O)N(c1nccs1)C2=O | -19% | 4% | -5% | -0.7 | -11% | 8% | -13% | 8 | 6%
